NPR2 activator: GC-B (human) receptor activation; P20594; HEK293-GC-B cells, CNP EC30, cGMP TR-FRET; 0% at EC30 CNP, 100% saturating CNP; activation, % at 10 µM; 370,000 compounds, 0.11% hits; AID 1920062;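 active = activation at 10 µM reaching about 35% in either raw or pattern-adjusted values, limit read from the data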
NPR1 activator: GC-A (human) enzyme activation. P16066. HEK293 GC-A cells, cGMP TR-FRET, EC30 ANP; 0% at EC30 ANP, 100% saturating ANP. activation, % at 10 µM. 370,000 compounds, 0.14% hits. AID 1671463; in the data active = activation above about 40%
mABHD4 FP: inhibitors of mouse ABHD4; Q8VD66; purified mABHD4, FP-Rh probe fluorescence polarization; inhibition, % at 8.92 µM; 370,000 compounds, 0.54% hits;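 active = inhibition exceeding the mean over every tested compound plus 3 SD, cut at about 30% in these data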;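 also: 0% = plate median of compound wells and 100% = S159A mutant with DMSO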
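assay system = mABHD4 protein | compound dosing = single nominal dose of 8.92 µM, 0.89% DMSO final | read-out basis = percent inhibition of probe binding, normalized to plate controls | schedule = Enzyme–compound pre-incubation 45 min, then probe 60 min, both 25 °C | detection = fluorescence polarization, excitation 525 nm, emission 598 nm, BODIPY TMR filters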
UHRF1 binding: human UHRF1 methylated DNA binding inhibitors | Q96T88 | inhibition, % at 4.4 µM | 370,000 compounds, 0.75% hits | UHRF1 binding to methylated oligo, TR-FRET; in the data active = inhibition above about 21%;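 also: UHRF1 SRA domain binding a hemimethylated CpG hairpin DNA probe; 0% = median of test compound wells and 100% = reference inhibitor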
SIAE inh: human SIAE inhibition, primary screen. SIAE FP-Rh probe binding, fluorescence polarization. inhibition, % at 9.66 µM. 370,000 compounds, 0.69% hits. AID 1053197;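 active = inhibition above a cutoff: mean of compounds within the control limits plus 3 SD of those, cut at about 17% in these data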;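 also: 0% = plate median of compound wells and 100% = probe without SIAE protein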
PRMT1 inh: PRMT1 (human) inhibition, primary screen; Q99873; 370,000 compounds, 1.3% hits; inhibition, % at 2.79 µM; recombinant PRMT1, activity-based probe fluorescence polarization;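 active = inhibition above about 21% made by adding two undisclosed values, limit read from the data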
Target sequence (Q99873 whole entry, looked up): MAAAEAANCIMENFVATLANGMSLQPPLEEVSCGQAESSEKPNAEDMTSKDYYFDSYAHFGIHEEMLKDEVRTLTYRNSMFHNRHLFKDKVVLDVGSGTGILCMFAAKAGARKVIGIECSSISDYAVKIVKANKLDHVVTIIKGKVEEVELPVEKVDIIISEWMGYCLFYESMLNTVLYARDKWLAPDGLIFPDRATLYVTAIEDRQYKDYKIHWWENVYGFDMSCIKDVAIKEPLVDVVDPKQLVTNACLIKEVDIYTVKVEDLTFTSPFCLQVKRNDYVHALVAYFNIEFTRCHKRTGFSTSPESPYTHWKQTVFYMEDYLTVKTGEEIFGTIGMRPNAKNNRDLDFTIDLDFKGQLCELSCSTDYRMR
MBD2 inh: inhibitors of human MBD2 binding to methylated oligonucleotide; TR-FRET; 370,000 compounds, 0.31% hits; Q9UBB5; inhibition, % at 4.4 µM; in the data active = inhibition above about 13%
Target sequence (Q9UBB5 whole entry, looked up): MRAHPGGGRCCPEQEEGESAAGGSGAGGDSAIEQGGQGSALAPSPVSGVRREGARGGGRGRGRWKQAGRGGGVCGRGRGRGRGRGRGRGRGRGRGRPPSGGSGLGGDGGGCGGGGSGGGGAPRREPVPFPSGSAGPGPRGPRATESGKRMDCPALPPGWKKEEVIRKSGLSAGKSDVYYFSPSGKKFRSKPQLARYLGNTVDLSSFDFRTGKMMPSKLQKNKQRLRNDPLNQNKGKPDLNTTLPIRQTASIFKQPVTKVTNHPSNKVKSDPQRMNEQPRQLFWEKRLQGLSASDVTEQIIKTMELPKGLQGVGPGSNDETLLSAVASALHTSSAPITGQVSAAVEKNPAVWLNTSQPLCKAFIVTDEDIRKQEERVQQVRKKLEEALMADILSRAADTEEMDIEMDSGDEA
TCR CD3 inh: inhibitors of human TCR-CD3 interaction | TAMRA-labeled TCR probe fluorescence, biochemical | inhibition, % at 9.4 µM | AID 651800 | 360,000 compounds, 0.37% hits; in the data active = inhibition above about 19%;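 also: recombinant mutant TCR 2C K166C tagged with TAMRA read by polarization; 0% = receptor in buffer alone and 100% = receptor with positive control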
HTRA1 inhibitor: blocks human HTRA1 serine peptidase. 340,000 compounds, 0.5% hits. inhibition, % at 5.96 µM. recombinant HTRA1, FP-rhodamine activity-based probe, fluorescence polarization. AID 504803. Q92743; in the data active = inhibition above about 36%;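 also: 0% = enzyme with DMSO and 100% = wells lacking enzyme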
rCAG binder: molecules binding r(CAG) RNA repeats; 370,000 compounds, 1.3% hits; inhibition, % at 3 µM; r(CAG) RNA repeat, TO-PRO-1 dye displacement fluorescence; AID 651821;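 active = inhibition above the plate cutoff, the mean of all test compounds on that plate plus 3 SD, cut at about 35% in these data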;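 also: 0% = DMSO alone and 100% = 100 µM mitoxantrone as full dye displacement; higher means more dye released from RNA so lower well fluorescence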
Starred values were filed as active, the others as inactive; . = not tested or not shown; & = joins results of further samples. The list is partial; count on the stated rates, not on these rows.

SMILES	NPR2 activator	NPR1 activator	mABHD4 FP	UHRF1 binding	SIAE inh	PRMT1 inh	MBD2 inh	TCR CD3 inh	HTRA1 inhibitor	rCAG binder
CC1CC(C)(C)NC(=S)O1 (centres undefined)	0.5&4.0	3.4&2.7	4.5&0.2	2.3&2.3	5.8&-2.8	0.8&-2.2	1.9&2.5	-0.1&-0.4	3.0&8.7	-2.3&-1.2
Cc1ccc(C(=O)N2CCN(S(=O)(=O)c3ccc(C(C)C)cc3)CC2)s1	-0.1	-2.4	-5.6	-4.3	-0.7	-2.5	-1.0	9.3	-12.4	-6.9
O=[N+]([O-])c1ccc(S(=O)(=O)N2CCN=C2SCc2ccc(F)cc2)cc1	-6.4	0.9	1.4	0.5	1.5	-2.9	2.6	2.6	-0.9	-5.3
O=C(CSc1ccccc1)Nc1ccc(C(=O)Nc2ccc(O)cc2)cc1	-3.0	-3.9	-2.4	-2.8	-0.6	0.4	-5.1	-5.0	10.4	9.7
Cc1ccc(S(=O)(=O)N2[C@@H](c3ccc(C#N)cc3)C(C(=O)O)=C[C@H]2CC2CCCC2)cc1	2.5	-1.5	-0.9	-3.3	-8.9	-0.5	-2.8	0.9	-12.8	68.8*
Cc1cc(C)cc(NS(=O)(=O)c2ccc(NC(=S)Nc3ccccc3)cc2)c1	2.5	-0.3	-6.9	-1.2	9.2	-2.4	-2.1	6.4	2.2	0.9
CC1=C(C(=O)N2CCCCCC2)CC(CC(=O)NCC2CCCCC2)C(=O)N1Cc1ccc(F)cc1 (centres undefined)	-0.7	-2.1	8.4	-1.5	-5.6	1.7	-6.2	2.9	.	0.4
CCc1cc2c(SCC(=O)N3CCCC3=O)ncnc2s1	2.7	0.9	-3.3	1.9	2.6	-1.6	-8.2	1.6	5.1	0.3
CCOc1ccc(CCN2C(=S)N([C@@H](CC(C)C)CN3CCCC3CN3C(=S)NC[C@@H]3Cc3ccc(O)cc3)C[C@@H]2Cc2ccc(O)cc2)cc1 (some centres undefined)	9.8	-0.7	-27.1	-0.1	-46.0	3.5	-2.0	1.4	-101.7	14.7
CC(=O)/C(=N\Nc1ccc(Cl)cc1Cl)Sc1cccc2cccnc12	-5.9	-3.0	-9.1	-13.6	-9.1	21.1	-10.1	-5.9	1.8	-0.8
COc1cc(C(=O)N/N=C2\CCS(=O)(=O)c3ccc(F)cc32)cc(OC)c1OC	-0.3	-0.9	-4.0	-2.1	4.0	-1.4	-1.1	8.9	4.1	-3.0
CCOC(=O)c1ccc(NC(=S)NNC(=O)COC)cc1	-1.1	-0.3	-10.9	-2.5	-5.4	-5.6	-4.4	4.3	7.6	3.1

3 compounds already listed, arranged by the number in NPR2 activator, rising:
smiles	NPR2 activator
CC1=C(C(=O)N2CCCCCC2)CC(CC(=O)NCC2CCCCC2)C(=O)N1Cc1ccc(F)cc1 (centres undefined)	-0.7
Cc1ccc(C(=O)N2CCN(S(=O)(=O)c3ccc(C(C)C)cc3)CC2)s1	-0.1
CCOc1ccc(CCN2C(=S)N([C@@H](CC(C)C)CN3CCCC3CN3C(=S)NC[C@@H]3Cc3ccc(O)cc3)C[C@@H]2Cc2ccc(O)cc2)cc1 (some centres undefined)	9.8

Following part
SMILES	NPR2 activator	NPR1 activator	mABHD4 FP	UHRF1 binding	SIAE inh	PRMT1 inh	MBD2 inh	TCR CD3 inh	HTRA1 inhibitor	rCAG binder
CC1CCN(c2ccc(NC(=O)C3CCCN3S(=O)(=O)c3ccc(F)cc3)cc2)CC1 (centres undefined)	1.3	3.1	4.3	-5.8	3.7	-1.0	-3.2	-18.2	28.5	4.4
CC(C)C(=O)N=C1SC2CS(=O)(=O)CC2N1Cc1ccc(Cl)cc1 (centres undefined)	-4.8	-26.2	7.9	2.4	-1.3	-1.3	4.6	0.0	-3.0	-5.7
CC(=O)Nc1ccc(NCN2C(=O)[C@@H]3[C@H]4CC[C@H](C4)[C@@H]3C2=O)cc1	-1.6	-1.3	-3.3	0.0	1.2	-0.4	-5.0	5.2	2.6	2.8
CCc1nnc(NC(=O)CSc2ncc(-c3ccccc3)n2C)s1	4.6	2.6	-3.2	-0.9	-6.2	-2.7	-3.4	4.2	1.4	-7.9
Cc1ccc(S(=O)(=O)N=Nc2c(O)[nH]c3ccccc23)cc1	3.2	-4.5	0.0	-3.9	0.0	0.9	-3.7	7.2	-2.7	-2.0
c1ccc(CN2CCOCCOCCOCCOCC2)cc1	2.2	2.5	3.6	3.5	-4.5	5.0	1.4	-6.0	0.8	-1.6
COc1ccc(C(=O)NNC(=O)CSc2ccccc2)cc1	-4.3	0.9	1.5	1.0	5.5	1.1	1.6	4.4	-1.7	1.9
COc1ccc(CCNC(=O)COC(=O)c2cc(S(=O)(=O)NCc3ccccc3)ccc2O)cc1OC	0.6	1.0	0.2	1.2	-0.6	-0.7	-3.2	4.2	0.7	11.1
O=C(CS(=O)(=O)c1cn(Cc2ccc(F)cc2)c2ccccc12)N1CCCCC1	-8.5	-5.7	-0.2	0.2	-1.2	-1.3	-1.9	9.1	7.2	-4.3
O=c1[nH]cc(S(=O)(=O)N2CCN(c3ccccc3F)CC2)c(=O)[nH]1	-4.0	1.0	3.9	-0.5	0.0	0.0	-6.2	-1.3	3.6	0.6
O=C(CN1CCN(S(=O)(=O)c2ccc(F)c(F)c2)CC1)Nc1ccccc1C(=O)NC1CC1	3.0	1.4	8.0	-0.2	0.0	4.0	-0.2	-7.4	-5.9	2.8
COc1ccc(CC(=O)NNC(=O)c2cnccn2)cc1	-0.9	4.4	-7.0	8.1	-1.1	2.1	1.2	-1.1	-4.6	3.4

Fetched by compound from the list above, 3 records:
SMILES	NPR2 activator	NPR1 activator	mABHD4 FP	UHRF1 binding	SIAE inh	PRMT1 inh	MBD2 inh	TCR CD3 inh	HTRA1 inhibitor	rCAG binder
Cc1ccc(S(=O)(=O)N=Nc2c(O)[nH]c3ccccc23)cc1	3.2	-4.5	0.0	-3.9	0.0	0.9	-3.7	7.2	-2.7	-2.0
CCc1nnc(NC(=O)CSc2ncc(-c3ccccc3)n2C)s1	4.6	2.6	-3.2	-0.9	-6.2	-2.7	-3.4	4.2	1.4	-7.9
O=C(CN1CCN(S(=O)(=O)c2ccc(F)c(F)c2)CC1)Nc1ccccc1C(=O)NC1CC1	3.0	1.4	8.0	-0.2	0.0	4.0	-0.2	-7.4	-5.9	2.8

Next entries follow:
SMILES	NPR2 activator	NPR1 activator	mABHD4 FP	UHRF1 binding	SIAE inh	PRMT1 inh	MBD2 inh	TCR CD3 inh	HTRA1 inhibitor	rCAG binder
CCOC(=O)C(C)Oc1cc(Cl)c(C=O)cc1OC (centres undefined)	-4.1	2.9	4.1	62.3*	11.9	-1.2	-1.2	-1.9	-0.7	-2.3
COCC(=O)Nc1ccc2c(c1)[C@@H]1C[C@H](CC(=O)NCc3ccccc3)O[C@@H](CO)[C@@H]1O2	-0.9	3.1	2.3	-0.9	-1.8	-3.2	-2.3	-0.6	2.4	4.7
CN(C)CCCNc1nc2cc(-c3cccc(C(F)(F)F)c3)sc2c(=O)n1C	-8.4	-2.9	4.9	1.9	-5.3	0.4	4.5	-6.8	.	11.8
COc1ccc(-c2cc3nc(C)cc(NCCO)n3n2)cc1	-1.4	-2.8	-1.8	-0.5	-3.0	-1.6	-4.2	-1.2	1.8	2.4
Cc1cc(NS(=O)(=O)c2ccc(NC(=O)c3cc(-c4ccccc4Cl)nc4ccccc34)cc2)no1	1.7	-5.7	-42.6	-2.8	-6.4	0.6	-4.8	4.7	-57.8	75.2*
CO[C@@H]1CN(C)C(=O)c2cc(NC(=O)NC3CCCCC3)ccc2OC[C@@H](C)N(CC2CCOCC2)C[C@@H]1C	4.4	2.5	11.1	1.0	2.2	0.0	-0.5	-4.4	.	2.1
O=C(CN1C(=O)COc2ccc(Cl)cc21)Nc1ccc2c(c1)OCCO2	-1.1	2.9	-0.3	-0.7	9.6	-3.3	-3.0	1.0	-5.1	-2.6
O=C(NCCCN1CCCC1)c1ccc2c(c1)N(Cc1ccc(F)cc1)C(=O)c1ccccc1S2=O (centres undefined)	-4.5	-0.2	0.7	-0.1	-13.4	-0.3	0.8	2.8	-21.6	2.8
CCOC(=O)[C@@H]1[C@H]2COc3ccccc3[C@@H]2N2C(=O)N(c3ccc(Cl)cc3)C(=O)[C@]12C	6.0	-3.8	-7.7	0.4	3.4	-1.5	-1.8	2.8	-9.3	2.0
COc1ccc2[nH]c(C(=O)N/N=C/c3cc(OC)c(OC)c(OC)c3)cc2c1	7.1	11.9	-15.1	-0.9	0.7	1.1	-1.5	-0.8	-10.5	5.0
COCCN(C(=O)C1CCC1)c1c(N)n(CC(C)C)c(=O)[nH]c1=O	2.5	-1.6	6.9	-0.2	5.4	1.8	2.5	-0.2	6.2	2.3
COc1ccc(NC(=O)Cn2c(=O)n(CCC(=O)NCC3CCCO3)c(=O)c3cc(OC)c(OC)cc32)cc1 (centres undefined)	-7.6	-2.6	3.1	2.1	1.3	3.7	2.5	-5.4	1.0	-0.4

UHRF1 binding, entries above that show a hit
SMILES	NPR2 activator	NPR1 activator	UHRF1 binding	SIAE inh	PRMT1 inh	MBD2 inh	TCR CD3 inh	HTRA1 inhibitor
CCOC(=O)C(C)Oc1cc(Cl)c(C=O)cc1OC (centres undefined)	-4.1	2.9	62.3*	11.9	-1.2	-1.2	-1.9	-0.7

Next part:
SMILES	NPR2 activator	NPR1 activator	mABHD4 FP	UHRF1 binding	SIAE inh	PRMT1 inh	MBD2 inh	TCR CD3 inh	HTRA1 inhibitor	rCAG binder
Cc1c(C)n(C)c2ccc(C(=O)Nc3cccc4ccccc34)cc12	-3.1	8.0	-1.6	1.2	0.5	0.7	1.7	-5.9	-19.6	4.4
Cc1cccc(C)c1NC(=O)CN(c1c(C)cccc1C)S(C)(=O)=O	-7.4	2.4	-0.3	1.3	-1.4	-5.8	-6.2	4.4	-0.3	0.0
COc1ccc(CCNCCC(=O)Nc2c(C)cc(C)cc2C)cc1OC	1.0	-5.8	3.0	-1.6	9.3	-3.5	-3.0	2.1	1.1	-1.7
Cc1cccc(CN2CCN(C3CN(Cc4cn(Cc5ccc(C(F)(F)F)cc5)nn4)S(=O)(=O)C3)CC2)c1 (centres undefined)	-8.8	-4.5	2.2	18.8	9.5	0.8	7.2	-3.1	.	-2.0
COc1cc(-c2nc3ccc(C)cn3c2NCc2ccccc2)ccc1-c1cccc(Cl)c1	6.9	12.7	12.9	-0.7	5.4	1.8	-2.3	-3.6	-20.1	2.9
Cn1cc(Cl)c(C(=O)Nc2nc3ccc([N+](=O)[O-])cc3s2)n1	-2.8	7.7	1.1	10.4	1.2	0.6	7.2	-3.6	4.5	4.3
COc1ccc(C(=O)N2CCCC2)cc1	1.3	1.0	-2.3	1.8	-0.5	-4.1	-5.1	1.8	-2.5	1.5
CC1(C)Cc2cccc(OCC(=O)NCCc3ccccc3)c2O1	-0.5	-1.1	0.0	0.4	8.4	-4.0	-0.8	5.3	-1.6	-9.2
CCOC(=O)C1C2C=CC3(CN(c4ccccc4CC)C(=O)C13)O2 (centres undefined)	-4.7	-1.9	-5.7	-1.5	0.6	-0.6	-5.1	-0.7	0.1	0.4
Cc1cnc(C(=O)OCC(=O)c2cccc3ccccc23)cn1	-11.0	0.7	-4.3	-0.3	1.7	-4.8	-4.4	5.1	-14.0	8.6
O=C(NCc1nnc(SCC(=O)N2CCc3ccccc32)o1)c1cccs1	-4.2	-5.8	-7.0	-0.3	2.5	1.7	2.3	-7.4	-4.5	-3.6
Cc1c(C(=O)O)cccc1-n1c(C)cc(/C=N/NC(=O)c2cc3ccccc3o2)c1C	5.1	3.1	9.7	-2.0	0.5	3.0	4.4	7.2	-9.2	16.9

Screening results (PubChem BioAssay)
